KOR beta-arrestin-1 – kappa opioid receptor activators – cell-based, luminescence, uHTS, primary screen (AID 1777); KOR beta-arrestin recruitment, luminescence; higher % means a stronger effect; actives 0.02% (n = 280,000); activation, % at 10 µM, or EC50 in µM where a hit was titrated; in the data active = activation above about 50%, passing the limit was not always enough; also: a part of the inactive calls stands beside numbers as strong as those of hits
M17LAP inhibition – P. falciparum M17LAP inhibitors, primary screen, biochemical, fluorogenic H-Leu-NHMec substrate, 1536-well (AID 1619) | recombinant M17LAP, H-Leu-NHMec fluorogenic kinetic assay; higher % means a stronger effect | inhibition, % at 30 µM; hits with a dose series show IC50 in µM | actives 0.38% (n = 220,000);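 active = compound inhibiting the enzyme by more than half at any dose during confirmatory dose-response retesting; inconclusive = strong single-dose inhibitors picked by rank but not retested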;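 also: plate controls were full reaction with DMSO carrier for no effect and no enzyme background for full effect; strong numbers were not always called active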
NOD1 NF-kB reporter – NOD1 signaling inhibitors, primary screen, cell-based, luminescence, uHTS (AID 1578); one-dose inhibition, % at 4 µM; EC50 in µM for titrated hits; actives 1% (n = 290,000); NOD1-driven NF-kB luciferase reporter cells, luminescence; higher % means a stronger effect; in the data active = inhibition mostly above about 36%, no sharp cut-off; inactive = mostly below about 34%;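 also: HEK-293T reporter cells stimulated with the NOD1 agonist gamma-tri-DAP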
HEK293 NOD2/NF-kB – inhibition of NOD2-driven NF-kB reporter – cell-based, luminescence, uHTS, HEK293 (AID 1566); actives 0.63% (n = 290,000); inhibition, % at 4 µM, or EC50 in µM where a hit was titrated; HEK293 NOD2/NF-kB luciferase reporter, luminescence; higher % means a stronger effect; also: many of its hits are not listed in these tables
GPR55 beta-arrestin – selective activators of receptor GPR55 – imaging, U2OS cells, beta-arrestin-GFP redistribution, primary screen (AID 1961) | actives 0.048% (n = 290,000) | activation, % at 10 µM; hits with a dose series show EC50 in µM | U2OS GPR55 beta-arrestin-GFP redistribution imaging; higher % means a stronger effect;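 active = activation above 40% with more than 50 cells counted in the well; inconclusive = wells holding fewer than 50 cells, flagged as toxic or sparse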;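 also: U2OS osteosarcoma cells stably expressing GPR55 and beta-arrestin-GFP; plate controls were DMSO negative control for no effect and LPI positive control for full effect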
AID2073 – inhibitors of Mint1-CaV2.2 protein interaction, biochemical, HTRF (AID 2073); one-dose inhibition, % at 20 µM; IC50 in µM for titrated hits; HTRF protein-protein interaction, Mint1-CaV2.2; higher % means a stronger effect; actives 0.19% (n = 290,000); in the data active = inhibition mostly above about 51%, no sharp cut-off; inconclusive = no clear call, values can overlap the other calls; inactive = mostly below about 53%; also: some results filed as inactive read as strong as hits
KOR beta-arrestin-2 – kappa opioid receptor blockers – cell-based, luminescence, uHTS (AID 1778); KOR beta-arrestin recruitment, luminescence, antagonist mode; higher % means a stronger effect; one-dose inhibition, % at 10 µM; IC50 in µM for titrated hits; actives 0.091% (n = 290,000); also: strong numbers were not always called active
M1AAP inhibition – P. falciparum M1AAP inhibitors, biochemical, fluorogenic H-Leu-NHMec substrate, 1536-well (AID 1445). recombinant M1AAP, H-Leu-NHMec fluorogenic kinetic assay; higher % means a stronger effect. inhibition, % at 30 µM, or IC50 in µM where a hit was titrated. actives 0.42% (n = 220,000);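 active = primary inhibition above the hit cutoff, then over 50% inhibition at one or more dose response concentrations, cut at about 23% in these data, passing the limit was not always enough; inconclusive = conflicting primary data, or primary hits not chosen for dose response; inactive = low primary inhibition, or under 50% at every dose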;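 also: plate controls were DMSO full reaction for no effect and no enzyme background for full effect; strong numbers were not always called active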
Dynein transport – blocks dynein driven cargo transport along microtubules | 3617.4 mouse cells, GR-EGFP nuclear translocation imaging; test concentration mostly 20 µM; stimulated with dexamethasone, 1 µM; active compounds read low | z-score, hits read low | actives 0.47% (n = 220,000);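 active = plate z-score of nuclear minus cytoplasmic receptor signal below a set negative limit, without overly bright fluorescence or cell loss, cut at about -3.5 in these data, passing the limit was not always enough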;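 also: z-score of nuclear minus cytoplasmic ring GR-EGFP intensity difference per well; some compounds called inactive have numbers as strong as hits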
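Schedule: 48 h induction, then 1 h compound, then 30 min agonist, 37 °C. Buffer or medium: tetracycline-free induction medium containing charcoal-stripped FBS. Reagent: 1.0 µM final dexamethasone stimulus. Evaluation: nuclear versus cytoplasmic GR-EGFP signal, averaged per well. Signal: high-content fluorescence imaging after fixation.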
Dynein transport cytoplasmic EGFP – recorded beside Dynein transport, whose call it bears; z-score; measured here: cytoplasmic GR-EGFP intensity; active compounds read high
Dynein transport nuclear GR-EGFP – second read-out of Dynein transport, no call of its own (marks repeat the call); z-score; measured here: nuclear GR-EGFP intensity;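 lower value marks the stronger effect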
Dynein transport cell count – recorded beside Dynein transport, whose call it bears; z-score; measured here: cell count per field
Numbers without * were called inactive; ? = inconclusive; · = no result given; [ ] = remark or other dose. Rule as the data show it, unless noted: active = inhibition above about 50%; inactive = the rest. Some of the compounds tested; count on the stated rates, not on these rows.

SMILES	KOR beta-arrestin-1	M17LAP inhibition	NOD1 NF-kB reporter	HEK293 NOD2/NF-kB	GPR55 beta-arrestin	AID2073	KOR beta-arrestin-2	M1AAP inhibition	Dynein transport	Dynein transport cytoplasmic EGFP	Dynein transport nuclear GR-EGFP	Dynein transport cell count
CCCCCCCCNC(=O)/C(C#N)=C/c1ccc(SC)cc1	7.8%	6%	38%	8%	-0.4%	-3%	-32%	3%	-0.035	-0.29	0.66	0.19
Cc1cc(/C=N/NC(N)=S)c(O)c(/C=N/NC(N)=S)c1	2.0%	3%	3%	-13%	0.3%	40%	17%	11%	-1.7	2	-0.33	-0.18
Cc1ccc2c(c1)c1c3n2CCN(C(=O)CCl)C3CCC1 (stereo not drawn)	2.6%	·	52%	-14%	·	0%	-39%[20 µM]	·	·	·	·	·
Cc1ccc(NC(=O)COC(=O)CC2CCCC2)cc1Cl	4.4%	-7%	-18%	-5%	0.7%	-8%	-30%	2%	-0.42	-0.15	-0.13	0.74
O=C(Nc1nnc(-c2ccco2)o1)c1ccc(N2C(=O)CCC2=O)cc1	4.6%	16%	-41%	7%	-0.6%	9%	-25%	8%	0.0057	-0.21	0.076	0.44
CN1CCN(CC(=O)N2c3ccccc3Sc3ccccc32)CC1	-2.9%	·	-9%	24%	-0.1%	34%	-19%	·	·	·	·	·
CCOC(=O)c1cc(-c2ccccc2)sc1N	-4.3%	-7%	-49%	-9%	-0.1%	-28%	17%	6%	-0.71	-0.25	-0.19	1.3
O=C(N/N=C/c1ccc(Br)s1)c1ccccc1[N+](=O)[O-]	6.7%	9%	0%	8%	-0.1%	-3%	-15%	16%	-0.52	-0.091	-0.39	0.55
COc1cccc(/C=C2\Oc3cc(OCC(=O)N4CCC[C@H]4C(=O)O)ccc3C2=O)c1	-1.4%	·	-7%	12%	0.2%	24%	-3%[20 µM]	·	·	·	·	·
NNC(=O)CN1C(=O)Nc2ccc(Br)cc2C1c1ccccc1 (stereo not drawn)	20%	17%	24%	5%	1.9%	-7%	-20%	4%	-0.64	-0.28	-0.27	1.1
COc1ccc(C(=O)N2CCC(n3c(C)nc4cc(F)ccc43)CC2)cc1OC	-3.3%	11%	13%	10%	-0.2%	?	·	12%	0.22	-0.2	0.3	-0.24
CCOc1ccccc1NC(=O)c1cc(SC)ccc1Cl	-4.7%	20%	-13%	17%	-0.3%	8%	-3%	3%	-0.19	-0.19	-0.4	-0.001
Clc1ccccc1Nc1c2c(nc3ncnn13)CCC2	4.3%	12%	-20%	-5%	-0.1%	9%	-13%	14%	-0.67	0.54	-0.15	0.02
CC1CCCN(CCOc2ccc(Br)cc2)C1 (stereo not drawn)	7.5%	0%	-21%	4%	-0.3%	12%	-16%	10%	-0.047	-0.27	0.11	0.5
CC(C)Cc1nnc(NC(=O)CCC(=O)NCc2ccccc2Cl)s1	4.1%	·	-24%	-2%	-0.2%	10%	15%	·	·	·	·	·
CCOCCCNC(=O)c1ccc(CS(=O)(=O)Cc2ccc(C)cc2)o1	24%	-3%	23%	-2%	0.2%	23%	-31%	6%	-0.63	-0.18	-0.26	0.64
COC(=O)c1cccc(NC(=O)c2cc3ccccc3o2)c1	-3.0%	·	-5%	-66%	-0.4%	?	-11%[20 µM]	·	·	·	·	·
Cc1cccc(S(=O)(=O)NCCc2cn3ccccc3n2)c1	-2.9%	16%	-43%	-18%	-0.6%	6%	30%	20%	-1.7	-0.18	-1.1	0.23
COc1ccc(C(=O)c2cnc(C(C)C)n2C)cc1	-3.2%	19%	-6%	19%	0.0%	5%	18%	1%	-0.74	-0.39	-0.46	0.57
COc1cccc(NC(=O)CCC2CCN(C(=O)C3CC=CCC3)CC2)c1 (stereo not drawn)	1.9%	·	4%	-6%	0.3%	6%	-27%	·	·	·	·	·
CCOc1ccc(NC(=O)c2cc(S(=O)(=O)N3CCOCC3)cn2C)cc1	-0.5%	·	11%	28%	-0.1%	0%	-2%[20 µM]	·	·	·	·	·
O=C(CCC(=O)c1ccccc1)Nc1ccc(C(=O)O)cc1	-7.5%	·	8%	-8%	0.4%	4%	-7%[20 µM]	·	·	·	·	·
O=C(CN1CCN(S(=O)(=O)c2ccc(F)cc2)CC1)NC1CC1	0.8%	·	-4%	-2%	0.8%	-6%	8%	·	·	·	·	·
Cc1ccc(NC(=O)c2cccc(OCc3c(C)noc3C)c2)cc1S(=O)(=O)Nc1ccccc1Cl	-1.1%	6%	47%	18%	-0.2%	9%	·	0%	0.99	-0.21	0.6	-0.69
CCc1nc2ccc(C(=O)N3CCN(CC)CC3)cc2nc1CC	0.7%	·	-9%	-19%	-0.1%	12%	-45%	·	·	·	·	·

(cont.)
SMILES	KOR beta-arrestin-1	M17LAP inhibition	NOD1 NF-kB reporter	HEK293 NOD2/NF-kB	GPR55 beta-arrestin	AID2073	KOR beta-arrestin-2	M1AAP inhibition	Dynein transport	Dynein transport cytoplasmic EGFP	Dynein transport nuclear GR-EGFP	Dynein transport cell count
COc1ccccc1N/C=C(\C#N)c1nc2ccccc2[nH]1	-2.5%	7%	-38%	-8%	0.3%	22%	-109%	-1%	1.2	-0.021	0.4	-0.63
COc1cc2ccccc2cc1C(=O)N1CCCC1	-8.2%	·	15%	9%	0.0%	28%	27%	·	·	·	·	·
O=c1cc(O)n(-c2ccc(F)cc2)c(=S)[nH]1	-4.8%	8%	9%	4%	-0.2%	8%	21%	1%	-0.77	-0.2	-0.27	0.91
COc1nc(-c2cccs2)cc(-c2ccc(C)cc2)c1C#N	18%	9%	-8%	-114%	0.5%	18%	-6%	6%	-0.035	-0.13	0.29	1.6
CC(=O)N/C(=C\c1ccccc1)C(=O)NCc1ccc2c(c1)OCO2	0.3%	-3%	4%	10%	-0.1%	0%	-47%[20 µM]	0%	-0.22	-0.24	0.15	0.41
CC1CCCCC12NC(=O)N(CC(=O)NCc1ccc3c(c1)OCO3)C2=O (stereo not drawn)	-2.7%	24%	-4%	10%	-0.3%	0%	-7%	-3%	1.4	0.069	0.85	-0.53
O=C(Cn1cc([N+](=O)[O-])cn1)N1CCc2ccccc21	3.1%	-3%	4%	-8%	-0.1%	5%	-23%	12%	1.2	-0.24	1.3	-0.17
O=C(NCc1ccc(Cl)cc1)C(=O)NCC1OCCCN1S(=O)(=O)c1cccs1 (stereo not drawn)	-3.4%	·	-16%	-3%	0.0%	16%	10%	·	·	·	·	·
CN(Cc1ccon1)Cc1cn(Cc2ccccc2)nc1-c1ccc2c(c1)OCO2	3.4%	-4%	-16%	2%	0.0%	-5%	-26%	-4%	-0.1	-0.24	0.069	0.27
O=C(OCC(=O)N1CCN(S(=O)(=O)c2ccc(Cl)cc2)CC1)c1ccc([N+](=O)[O-])o1	2.0%	-3%	-31%	9%	0.0%	-6%	-38%	-1%	-0.51	0.079	0.019	-1.6
Cc1ccc(NC(=S)N(CCN(C)C)Cc2cccs2)c(C)c1	-8.2%	-9%	-13%	4%	-1.0%	-21%	6%	-3%	0.48	-0.24	-0.11	0.28
Cc1cccc(NC(=O)N2CCC(NC(=O)c3ccccc3C)CC2)c1	-2.4%	12%	2%	-12%	-0.2%	5%	-2%	?	0.48	-0.16	0.76	-2.6
CCOC(=O)Cn1nc(-c2ccc(C)cc2)ccc1=O	-1.8%	-3%	-19%	1%	-0.3%	6%	2%	0%	0.31	-0.12	0.42	-0.96
CCOC(=O)Nc1c(C(=O)OC)[nH]c2cc(OC)ccc12	-7.0%	·	9%	16%	0.4%	21%	12%	·	-0.82	-0.43	-0.64	2.1
O=C(N/N=C/c1ccncc1)c1cc2ccccc2o1	-0.6%	5%	-7%	15%	0.7%	4%	-23%	6%	-0.19	-0.17	-0.098	1.1
COc1ccc(CNC(=O)C/C(C)=N/NC(=O)COc2ccc(Br)cc2)cc1	0.3%	6%	3%	8%	-0.1%	0%	-29%[20 µM]	-1%	1.2	-0.33	0.19	0.38
CCOC(=O)C1CCCN(c2nc3ccccc3nc2C(C#N)C(=O)OCC)C1 (stereo not drawn)	-7.2%	-11%	-54%	5%	-0.2%	-3%	-12%	3%	-0.56	-0.18	0.18	0.43
Cn1c(N)c(C#N)c2c(c1=S)CSC(C)(C)C2	0.8%	5%	-3%	11%	-0.1%	-1%	21%	1%	-0.98	-0.088	-0.79	0.42
O=C(Nc1ccc2[nH]ccc2c1)c1ccccc1	2.4%	-2%	-17%	-145%	0.0%	0%	28%	5%	0.097	-0.24	0.095	0.4
CCOC(=O)c1c(-c2ccc(OC)cc2)csc1NC(=O)CSc1ncnc2sccc12	-1.5%	4%	-4%	23%	0.2%	14%	5%	12%	-0.25	-0.18	-0.36	-0.14
COc1ccc(OC)c(-n2c(-c3cccc(C)c3)n[nH]c2=S)c1	-2.2%	-1%	-43%	-15%	0.3%	10%	33%	-3%	-0.45	-0.34	-0.34	0.58
Cc1nc(-c2ccccc2)nc2[nH]c(C(C)C)cc(=O)c12	3.2%	-2%	-27%	0%	0.8%	13%	8%	9%	0.37	-0.23	0.049	-0.68
O=C(CSc1nc2ccc([N+](=O)[O-])cc2[nH]1)NCCc1ccccc1	0.6%	1%	12%	6%	0.0%	-2%	0%	22%	0.56	0.2	0.12	-1.5
CCOC(=O)N1CCC(NC(=O)c2ccc(OC)c(CN3CC(=O)N4CCCC4C3=O)c2)CC1 (stereo not drawn)	3.5%	1%	-5%	5%	-0.2%	24%	-10%	2%	0.44	-0.15	0.25	0.15
COc1cccc(CNC(=O)CCCn2nc(C)c3c(C)n(-c4ccccc4)nc3c2=O)c1	-1.6%	·	-14%	12%	-0.1%	8%	-38%	·	·	·	·	·
O=C(CN1CCCCCC1)Nc1ccc([N+](=O)[O-])cc1Br	-3.6%	·	-19%	1%	0.2%	6%	-37%	·	·	·	·	·
N#C/C(=C/c1ccccc1[N+](=O)[O-])c1nc(C2CC2)cs1	-4.5%	13%	-14%	13%	0.2%	-7%	10%	5%	-0.21	-0.28	-0.37	0.27

Three entries already listed, sorted by their value in Dynein transport, falling:
| Molecule | Dynein transport |
| --- | --- |
| O=C(N/N=C/c1ccncc1)c1cc2ccccc2o1 | -0.19 |
| N#C/C(=C/c1ccccc1[N+](=O)[O-])c1nc(C2CC2)cs1 | -0.21 |
| CC(=O)N/C(=C\c1ccccc1)C(=O)NCc1ccc2c(c1)OCO2 | -0.22 |

Screening results from PubChem.
